mABHD4 FP: inhibits mouse alpha/beta hydrolase domain 4; inhibition, % at 8.92 µM; purified mABHD4, FP-Rh probe fluorescence polarization; Q8VD66; 370,000 compounds, 0.54% hits;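 active = inhibition exceeding the mean over every tested compound plus 3 SD, cut at about 30% in these data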;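 also: 0% = plate median of compound wells and 100% = S159A mutant with DMSO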
Target sequence (Q8VD66 whole entry, looked up, the tested form may be a part): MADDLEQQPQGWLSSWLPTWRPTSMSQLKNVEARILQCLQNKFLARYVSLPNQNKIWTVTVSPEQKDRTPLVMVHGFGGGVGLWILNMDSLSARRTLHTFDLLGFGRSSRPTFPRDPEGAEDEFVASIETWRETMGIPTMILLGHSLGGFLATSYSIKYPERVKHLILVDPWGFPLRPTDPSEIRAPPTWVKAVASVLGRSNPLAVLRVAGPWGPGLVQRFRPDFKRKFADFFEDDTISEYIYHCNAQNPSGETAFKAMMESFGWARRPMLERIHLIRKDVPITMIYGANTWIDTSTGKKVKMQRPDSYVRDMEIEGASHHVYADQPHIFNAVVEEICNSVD
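Assay system: mABHD4 protein; medium: HEPES pH 7.0, NaCl, Pluronic buffer; dosing: 8.92 µM, single dose; schedule: 45 min + 60 min at 25 °C; signal: FP readout, ex 525 nm / em 598 nm; read-out: normalized percent inhibition of probe labeling; repeats: single replicate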
Tn7 DDE FP: disrupts Tn7 cyclic peptide binding to fibrin D-Dimer-E complex. FP displacement of FITC-Tn7 peptide from fibrin DD(E); 0% = median of compound wells per plate. P02675. 370,000 compounds, 0.13% hits. inhibition, % at 8.3 µM;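 active = inhibition above the mean of compounds falling within the control limits plus 3 SD of them, cut at about 14% in these data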;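 also: 0% = plate median of compound wells and 100% = 10 µM Aha-Tn7 peptide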
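Assay system: Human clot-derived fibrin DD(E) complex | Buffer or medium: Tris/NaCl/CaCl2 buffer, pH 7.8 | Repeats: One replicate per compound | Benchmarks: Aha-Tn7 high control | Measure: % inhibition scaled between sample-field median and high-control FP | Schedule: 10 min plus 3 h, room temperature | Signal: Fluorescence polarization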
UHRF1 MBD2 ctr: blocks human UHRF1 binding to methylated DNA; Q96T88; UHRF1 binding to methylated oligo, TR-FRET; inhibition, % at 4.4 µM; 370,000 compounds, 0.75% hits; AID 687016; in the data active = inhibition above about 21%;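 also: UHRF1 SRA domain binding a hemimethylated CpG hairpin DNA probe; 0% = median of test compound wells and 100% = reference inhibitor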
LEDGF integ inh: blocks HIV-1 LEDGF/p75-dependent DNA integration; TR-FRET IN-LEDGF/p75 DNA integration, Eu/Cy5; inhibition, % at 3.7 µM; 370,000 compounds, 0.64% hits; AID 743269;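 active = inhibition above the screen-wide mean plus 3 SD, cut at about 13% in these data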;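 also: signal is the Cy5 over europium emission ratio at 671 and 618 nm; 0% = plate median of compound wells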
PG9 binder: small molecules binding HIV-1 gp120 antibody PG9; inhibition, % at 6.7 µM; 360,000 compounds, 0.43% hits; TR-FRET gp120-PG9 antibody binding; in the data active = inhibition above about 8.5%
TDP2 absorb: TDP2 (human) inhibition, absorbance primary screen | 370,000 compounds, 0.34% hits | inhibition, % at 12.8 µM | O95551 | recombinant TDP2, T5PNP hydrolysis, p-nitrophenol absorbance 415 nm | AID 720702;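 active = inhibition above the mean of all tested compounds plus 3 SD, set per campaign, cut at about 25% in these data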;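 also: 0% = DMSO with enzyme and 100% = buffer with substrate but no TDP2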
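Material: recombinant human TDP2; quantity: TDP2 enzyme at 120 nM final; medium: Tris-HCl pH 7.5 with MgCl2; compound: single concentration, 12.8 µM nominal, with 1% DMSO; incubation: 2 h enzyme incubation at 37 °C; signal: epi absorbance; measure: percent inhibition; benchmarks: high control without enzyme, low control DMSO plus TDP2; repeats: singlicate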
TCR-CD3 inh: inhibitors of human TCR-CD3 interaction; TAMRA-labeled TCR probe fluorescence, biochemical; 360,000 compounds, 0.37% hits; inhibition, % at 9.4 µM; in the data active = inhibition above about 19%;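 also: recombinant mutant TCR 2C K166C tagged with TAMRA read by polarization; 0% = receptor in buffer alone and 100% = receptor with positive control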
PRMT1 inh: PRMT1 (human) inhibition, primary screen. Q99873. recombinant PRMT1, activity-based probe fluorescence polarization. inhibition, % at 2.79 µM. 370,000 compounds, 1.3% hits. AID 652257;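 active = inhibition above about 21% made by adding two undisclosed values, limit read from the data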
HTRA1 inhibitor: blocks human HTRA1 serine peptidase; Q92743; recombinant HTRA1, FP-rhodamine activity-based probe, fluorescence polarization; inhibition, % at 5.96 µM; 340,000 compounds, 0.5% hits; AID 504803; in the data active = inhibition above about 36%;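 also: 0% = enzyme with DMSO and 100% = wells lacking enzyme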
Target sequence (Q92743 whole entry, looked up): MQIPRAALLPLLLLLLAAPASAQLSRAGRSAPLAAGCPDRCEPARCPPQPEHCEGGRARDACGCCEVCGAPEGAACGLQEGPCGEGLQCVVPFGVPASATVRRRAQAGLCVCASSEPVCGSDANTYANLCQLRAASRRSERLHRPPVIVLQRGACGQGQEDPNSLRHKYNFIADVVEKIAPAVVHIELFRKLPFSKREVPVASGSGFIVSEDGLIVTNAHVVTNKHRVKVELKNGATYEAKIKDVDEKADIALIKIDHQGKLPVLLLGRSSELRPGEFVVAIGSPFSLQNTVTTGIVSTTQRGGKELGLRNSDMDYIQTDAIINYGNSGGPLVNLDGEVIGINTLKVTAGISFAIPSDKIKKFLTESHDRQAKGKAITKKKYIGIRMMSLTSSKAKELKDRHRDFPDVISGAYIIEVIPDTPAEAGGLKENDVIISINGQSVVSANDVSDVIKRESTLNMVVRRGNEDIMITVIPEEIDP
SIAE primary: inhibitors of human sialic acid acetylesterase SIAE; Q9HAT2; SIAE FP-Rh probe binding, fluorescence polarization; inhibition, % at 9.66 µM; 370,000 compounds, 0.69% hits; AID 1053197;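 active = inhibition above a cutoff: mean of compounds within the control limits plus 3 SD of those, cut at about 17% in these data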;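 also: 0% = plate median of compound wells and 100% = probe without SIAE protein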
An asterisk follows results filed as active; nt = not tested or not shown. No enrichment for hits; 4.2% or so of the library scored in one or more.

SMILES	mABHD4 FP	Tn7 DDE FP	UHRF1 MBD2 ctr	LEDGF integ inh	PG9 binder	TDP2 absorb	TCR-CD3 inh	PRMT1 inh	HTRA1 inhibitor	SIAE primary
C[C@@H]1CCCCO[C@@H](CN(C)C(=O)Nc2ccc3c(c2)OCO3)[C@@H](C)CN([C@H](C)CO)C(=O)c2cc(NC(=O)Nc3ccc(C(F)(F)F)cc3)ccc2O1	-31	6	-2	-2	-1.1	4	-3	3	nt	-4
CCCCOc1ccc(C(=O)NCc2ccccn2)cc1	-21	-2	5	-1	4.2	5	-3	3	-1	2
Cc1nc(SCC(=O)N2CCCCCC2)c2c(=O)n(C)c(=O)n(CC(C)C)c2n1	-22	-2	6	-4	1.7	-14	1	2	-1	1
O=C(CSc1nc2ccsc2c(=O)n1CC1CCC(C(=O)O)CC1)c1ccc(F)cc1 (centres undefined)	3	6	-1	5	-1.5	10	2	-3	-10	2
Cc1ccc(C2NC(=O)NC(O)(C(F)(F)F)C2C(=O)c2ccccc2)o1 (centres undefined)	-2	3	9	-1	-1.8	9	2	8	0	-6
Cc1ccc(NC(=S)/N=C(\N)Nc2nc(C)c3cc(C)ccc3n2)c(C)c1	-5	-5	-3	2	-0.3	2	-3	0	-27	7
Cc1ccc2c(c1)c(N=Nc1ccc([N+](=O)[O-])cc1)c(O)n2C	1	-6	3	-4	-3.6	-6	-6	6	10	-3
CC12CCC(=O)N1C(C(=O)Nc1ccc(F)c(F)c1F)CS2 (centres undefined)	0	-9	1	2	-0.6	-3	2	-10	2	-7
CC(=O)c1cn(C)c(=O)c2ccccc12	1	4	-1	-1	-2.4	-4	3	-3	nt	-4
Cc1cc(NC(=O)COc2ccc(F)c(Cl)c2)no1	3	-3	-1	-3	2.2	-6	4	-1	-4	2
Nn1c(SCC(=O)Nc2cccc(C(F)(F)F)c2)nncc1=O	1	3	0	-8	-1.3	-6	0	10	0	5
COc1cc(C(=O)NCc2cc3ccccc3n2C)cc(OC)c1OC	2	1	1	1	-1.1	4	2	4	-7	0
COc1ccc(OCC(=O)NNC(=O)c2cccc(S(=O)(=O)N(C)C)c2)cc1	3	1	-3	2	-2.1	9	-1	-1	9	-1
CC(C)c1nc(SCC(=O)Nc2ccc3c(c2)OCCO3)c2c(=O)n(C)c(=O)n(C)c2n1	0	-1	-1	-1	0.3	9	2	-3	-3	-1
O=C(OCc1ccc([N+](=O)[O-])cc1)c1cc([N+](=O)[O-])ccc1N1CCOCC1	-2	-12	-1	4	-0.9	-8	3	-1	-7	4
CN(C)C(=O)CCc1ccc2c3c([nH]c2c1)[C@]1(C)[C@@H](C(=O)N2CCCCC2)C[C@H](CC(=O)NCc2ccco2)C(=O)N1CC3	-6	2	1	-6	1.9	1	2	5	-2	-1
Cc1cc(C)c2cc(C#N)c(NCCCNC(=O)c3ccncc3)nc2c1	1	-4	7	-3	0.8	-2	3	0	-8	3
O=C1C2(CCC13COC(c1ccc(O)cc1)OC3)COC(c1ccc(O)cc1)OC2 (centres undefined)	7	-4	-3	-2	-1.0	-4	8	-2	-5	7
COc1ccc(OCc2nnc(SCC(=O)NC3CC4CCC3C4)o2)cc1 (centres undefined)	-1	7	0	1	0.6	10	3	-2	-4	11
CC1=C(C(N)=O)C(c2ccccc2)n2nc(-c3cccs3)nc2N1 (centres undefined)	-5	3	0	-3	-0.6	-8	-4	2	-2	5
S=C(NCc1ccco1)N/N=C/c1ccc(Cl)cc1	-17	-2	-2	-1	-1.4	-9	8	0	-23	3
CCOC(=O)C1=C(C)N=C2SC(C)C(=O)N2C1c1ccc(C(=O)OC)cc1 (centres undefined)	-16	3	0	-3	-0.1	-1	2	5	-22	-10
CCN1CCC[C@H]1CNCCCn1cnc2c(SC)ncnc21	-10	-3	0	3	-0.6	-3	-2	-4	5	2
COc1ccc(Br)cc1S(=O)(=O)NCCN1CCOCC1	-9	0	0	10	-1.3	-7	1	-2	10	-2
O=C(CSc1nc2ccccc2c(=O)n1CCCN1CCOCC1)NC12CC3CC(CC(C3)C1)C2	29	-2	3	-4	-1.9	-9	-5	2	0	6
COc1cccc(CN2C(=O)[C@H]3Cc4c([nH]c5ccccc45)C(C)(C)N3C2=O)c1	-12	-3	-2	-5	3.5	-6	11	-1	-72	-2
COc1ccc(CNS(=O)(=O)CCNC(=O)c2ccc(OC)cc2)cc1	-3	2	1	-5	0.2	-12	1	1	0	-1
O=c1cc(CO)oc(CN2CCN(CCO)CC2)c1O	1	-2	3	-1	-0.2	-4	-3	3	0	6
O=c1[nH]oc(O)c1-c1ncc(C(F)(F)F)cc1Cl	5	2	-3	0	-2.1	8	3	-2	-2	-3
CCOC(=O)C(C)Oc1cccc2c(=O)n(CC(=O)NCCc3ccccc3)ccc12 (centres undefined)	7	-10	3	2	0.6	7	-1	1	3	0
CN(C(=O)CSc1nnc(COc2ccccc2F)n1N)C1CCCCC1	2	1	-3	-1	-1.3	0	2	-3	7	1
CCOC(=O)C1=CCN(S(=O)(=O)c2ccc(Br)cc2)C1c1cccc(C)c1 (centres undefined)	-5	2	18	-1	0.0	1	-1	1	nt	4
N#Cc1ccccc1Cn1c(=O)n(-c2ccc(CC(=O)NCc3ccco3)cc2)c(=O)c2sccc21	0	1	0	1	2.5	-4	2	2	-2	4
COc1ccc(S(=O)(=O)Nc2cc(OC)c(NC(=O)c3ccco3)cc2OC)cc1	8	5	-5	6	-1.8	-7	6	18	2	2
CC1(c2ccc3c(c2)OCCO3)NC(=O)N(CC(=O)Nc2ccccc2F)C1=O (centres undefined)	0	9	-1	-2	0.8	-4	6	-3	4	-1
O=C(NCCN1C(=O)C2C3C=CC(C3)C2C1=O)Nc1ccccc1 (centres undefined)	1	2	0	-1	-0.7	5	-8	4	1	-5
Cc1cccc(CC2SC(N)=NC2=O)c1 (centres undefined)	12	4	5	-7	-1.5	0	-2	7	5	1
CCn1c(=O)n(CC)c2cc(N3CCCC3)c(NC(=O)c3cccc(Cl)c3)cc21	-1	-4	4	0	-3.5	13	7	0	0	9
CC(C)c1ccc(NC2=CC(=O)CC(C)(C)C2)cc1	-1	-4	1	-2	-1.2	-11	-1	-1	-3	3
COCC(=O)Nc1nnc(COc2ccccc2)s1	-1	-6	4	0	0.3	6	-8	0	2	8
CCS(=O)(=O)c1nc(S(=O)(=O)c2ccc(C)cc2)c(N2CC(C)CC(C)C2)s1 (centres undefined)	3	-3	4	-7	0.6	-19	-7	2	-19	1
Cc1ccc(CNC(=S)Nc2cc(C(=O)O)ccc2C)cc1	-2	-2	1	1	-2.6	-2	-1	-5	1	-1
CCc1ccc(CNC(=O)CCc2cn(C)c3ccccc23)cc1	0	-2	-1	-5	-1.4	-12	2	0	-11	2
Cc1ccc(C(=O)N/N=C\C2CC=CCC2)cc1[N+](=O)[O-] (centres undefined)	2	-2	-2	-2	-2.6	3	0	0	-3	7
CC(NC(=O)C(=O)NCCCn1ccnc1)c1ccccc1 (centres undefined)	1	6	-4	-1	-2.0	0	1	-2	-1	4
O=C(NCc1ccc2c(c1)OCO2)c1ccc(CS(=O)Cc2cccc(Cl)c2)o1 (centres undefined)	7	-2	-2	0	1.1	1	-3	-1	1	8
CSCCC(NC(=O)COc1ccccc1)C(=O)N1CCN(c2ccccc2O)CC1 (centres undefined)	2	-1	-3	6	1.1	4	-4	-4	-2	18*
CCN(CC)S(=O)(=O)c1ccc(N(C)CCc2ccc(OC)c(OC)c2)nc1	3	-5	2	0	-1.2	0	-3	-5	9	-3
OCCC1CN(CCCn2cccn2)CCN1C1CCCCC1 (centres undefined)	-8	0	2	0	-0.1	6	3	-1	4	-8
CCCCNC(=O)C(NC(=O)c1cnccn1)C(=O)c1ccccc1 (centres undefined)	6	-1	-2	-1	0.4	-10	6	3	nt	-3
O=C(NCc1ccccc1)c1ccccc1NC(=O)C1CCCCC1	-2	-2	1	-7	-1.7	-3	-2	3	-9	5
Cc1ccc2c(=O)c(C(=O)c3ccc(F)cc3)cn(CC(=O)NCc3ccco3)c2n1	-3	-3	-2	4	1.5	8	3	3	0	5

Arranged by length of the SMILES (rising): some entries from above.
SMILES	mABHD4 FP	Tn7 DDE FP	UHRF1 MBD2 ctr	LEDGF integ inh	PG9 binder	TDP2 absorb	TCR-CD3 inh	PRMT1 inh	HTRA1 inhibitor	SIAE primary
Cc1cccc(CC2SC(N)=NC2=O)c1 (centres undefined)	12	4	5	-7	-1.5	0	-2	7	5	1
COCC(=O)Nc1nnc(COc2ccccc2)s1	-1	-6	4	0	0.3	6	-8	0	2	8
OCCC1CN(CCCn2cccn2)CCN1C1CCCCC1 (centres undefined)	-8	0	2	0	-0.1	6	3	-1	4	-8
CC(NC(=O)C(=O)NCCCn1ccnc1)c1ccccc1 (centres undefined)	1	6	-4	-1	-2.0	0	1	-2	-1	4
CC(C)c1ccc(NC2=CC(=O)CC(C)(C)C2)cc1	-1	-4	1	-2	-1.2	-11	-1	-1	-3	3
Cc1ccc(CNC(=S)Nc2cc(C(=O)O)ccc2C)cc1	-2	-2	1	1	-2.6	-2	-1	-5	1	-1
O=C(NCc1ccccc1)c1ccccc1NC(=O)C1CCCCC1	-2	-2	1	-7	-1.7	-3	-2	3	-9	5
CCCCNC(=O)C(NC(=O)c1cnccn1)C(=O)c1ccccc1 (centres undefined)	6	-1	-2	-1	0.4	-10	6	3	nt	-3
Cc1ccc(C(=O)N/N=C\C2CC=CCC2)cc1[N+](=O)[O-] (centres undefined)	2	-2	-2	-2	-2.6	3	0	0	-3	7
CCN(CC)S(=O)(=O)c1ccc(N(C)CCc2ccc(OC)c(OC)c2)nc1	3	-5	2	0	-1.2	0	-3	-5	9	-3
O=C(NCc1ccc2c(c1)OCO2)c1ccc(CS(=O)Cc2cccc(Cl)c2)o1 (centres undefined)	7	-2	-2	0	1.1	1	-3	-1	1	8
CCn1c(=O)n(CC)c2cc(N3CCCC3)c(NC(=O)c3cccc(Cl)c3)cc21	-1	-4	4	0	-3.5	13	7	0	0	9
Cc1ccc2c(=O)c(C(=O)c3ccc(F)cc3)cn(CC(=O)NCc3ccco3)c2n1	-3	-3	-2	4	1.5	8	3	3	0	5

Source: PubChem BioAssay
